STAT1 blocker – reduces IFN-gamma driven STAT1 reporter signal | NIH 3T3 STAT1-luciferase reporter, luminescence | inhibition, % at 5.5 µM | actives 0.35% (n = 200,000);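 active means inhibition above a set limit, the mean inhibition across all tested compounds plus 3 SD, cut at about 34% in these data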;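 further: 0% = IFN-gamma with DMSO and 100% = IFN-gamma with 300 µM nifuroxazide; values of inactives mirror those of a sister screen read the other way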
STAT1 activator – STAT1 signaling activation; NIH 3T3 STAT1-luciferase reporter, IFN-gamma, luminescence; 100% = IFN-gamma alone, no compound; activation (% of control), % at 5.5 µM; actives 2.6% (n = 200,000); AID 932;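 active means activation above the screen-wide mean activation plus 3 SD, cut at about 130% in these data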;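 further: raw ratio to IFN-gamma control signal so 100% means no change and 0% no light; values of inactives mirror those of a sister screen read the other way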
APP 5'UTR act – APP 5'UTR luciferase reporter activation; SH-SY5Y APP 5'UTR luciferase reporter, luminescence; zero percent = DMSO vehicle wells; activation, % at 2 µM; actives 1% (n = 190,000); AID 1276;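 active means activation above a set limit, based on mean plus 3 SD of controls, cut at about 140% in these data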; further: values of inactives mirror those of a sister screen read the other way
FLuc inhib CS – Photinus pyralis luciferase inhibition counter-screen; P08659; ATPLite firefly luciferase biochemical luminescence, 10 min; inhibition, % at 10 µM; actives 1.5% (n = 200,000);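 active means inhibition above about 50% when tested at 10 µM, limit read from the data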
Target sequence (P08659 whole entry, looked up): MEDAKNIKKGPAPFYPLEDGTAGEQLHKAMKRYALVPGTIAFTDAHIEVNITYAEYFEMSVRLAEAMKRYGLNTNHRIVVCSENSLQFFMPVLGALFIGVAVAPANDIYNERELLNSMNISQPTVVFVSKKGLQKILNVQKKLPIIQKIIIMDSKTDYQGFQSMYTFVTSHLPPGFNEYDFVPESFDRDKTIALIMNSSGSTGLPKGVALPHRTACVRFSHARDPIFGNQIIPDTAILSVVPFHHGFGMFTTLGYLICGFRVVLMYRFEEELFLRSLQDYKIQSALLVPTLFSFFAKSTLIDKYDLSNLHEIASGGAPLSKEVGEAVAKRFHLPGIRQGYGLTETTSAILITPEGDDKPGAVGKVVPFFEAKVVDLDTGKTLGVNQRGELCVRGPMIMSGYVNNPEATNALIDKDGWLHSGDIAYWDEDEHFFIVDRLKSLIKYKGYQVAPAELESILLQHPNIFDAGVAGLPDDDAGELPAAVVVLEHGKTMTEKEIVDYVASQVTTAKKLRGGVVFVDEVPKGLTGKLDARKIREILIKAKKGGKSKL
STAT3 activator – increases IL-6 driven STAT3 reporter signal | U3A cells, IL-6 STAT3-luciferase reporter, luminescence; 100% = signal with IL-6 EC80 alone | activation (% of control), % at 5.6 µM | actives 0.91% (n = 190,000) | AID 871;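 active means activation above the screen-wide mean of compound activation plus 3 SD, cut at about 130% in these data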;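 further: 0% = background luminescence of wells with medium and substrate only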
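system = STAT3-luciferase reporter U3A cells | reagent = IL-6 stimulus at 33 ng/mL final | timing = 1 h compound pre-exposure, 6 h IL-6 stimulation, 37 °C | measured by = luminescence | evaluation = % activation versus median of IL-6-stimulated wells | control set = IL-6-only wells as 100% reference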
FLuc stim CS – firefly luciferase counter-screen for stimulation assays | ATPlite luciferase biochemical, luminescence, 10 min; 0 = ATP-free wells, 1 = DMSO control | activation factor at 10 µM | 200,000 tested, under 10 active | AID 1027;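 active means luciferase activation factor, scaled between plate controls, of at least 2 with compound at 10 µM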
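System: Luciferase/luciferin detection reagent, cell-free biochemical luciferase assay | Medium: PBS buffer for ATP | Dosing: Test compounds dosed from 2 mM stocks in 100% DMSO | Timing: 10 min at ambient temperature | Signal: Luminescence measurement of luciferase light output | Evaluation: Luciferase activation, seen as luminescence increase over controls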
APP 5UTR inh – APP translation inhibition. SH-SY5Y APP 5'UTR-luciferase reporter, luminescence. inhibition, % at 2 µM. actives 0.82% (n = 190,000);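 active means inhibition above a set limit, derived from the sample mean plus 3 SD, cut at about 45% in these data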; further: values of inactives mirror those of a sister screen read the other way
NF-kB expr up – NF-kB expression increase, human neuronal cells | NF-kB reporter expression; hits give high values | fold change at 12.5 µM | actives 1.6% (n = 190,000); in the data active means fold change above about 3.3
ROMK primary – human ROMK K+ channel modulation, primary screen; AID 1918; actives 2% (n = 130,000); Tet-inducible ROMK, thallium flux fluorescence; actives lie on both sides; B-score at 10 µM;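 active means signal ratio slope over the read window, or its plate-corrected B-score, at least 3 SD from the plate mean, either direction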;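 further: B-score of the F/F0 ratio slope over 7 to 12 s after thallium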
Target sequence (P48048 whole entry, looked up): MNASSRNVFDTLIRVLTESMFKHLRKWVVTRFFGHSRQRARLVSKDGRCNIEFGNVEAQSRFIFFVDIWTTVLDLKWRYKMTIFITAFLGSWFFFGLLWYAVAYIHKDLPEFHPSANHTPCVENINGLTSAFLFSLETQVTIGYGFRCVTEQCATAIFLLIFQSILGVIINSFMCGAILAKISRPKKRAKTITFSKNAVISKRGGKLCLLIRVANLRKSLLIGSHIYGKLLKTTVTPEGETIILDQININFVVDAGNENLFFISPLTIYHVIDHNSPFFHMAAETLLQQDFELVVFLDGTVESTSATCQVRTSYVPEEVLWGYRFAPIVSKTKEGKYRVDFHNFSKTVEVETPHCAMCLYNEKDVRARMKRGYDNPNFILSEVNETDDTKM
STAT3 blocker – inhibitors of IL-6 induced STAT3 signaling; AID 862; inhibition, % at 5.5 µM; actives 0.89% (n = 190,000); U3A cells, IL-6 STAT3-luciferase reporter, luminescence; host cell line lacks STAT1;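 active means inhibition above the mean inhibition across all screened compounds plus 3 SD, cut at about 44% in these data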;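 further: 0% = DMSO only wells and 100% = 100 µM nifuroxazide control wells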
* marks the source's active call; other numbers are inactive results; · = no result given.

SMILES | STAT1 blocker | STAT1 activator | APP 5'UTR act | FLuc inhib CS | STAT3 activator | FLuc stim CS | APP 5UTR inh | NF-kB expr up | ROMK primary | STAT3 blocker
Cc1ccccc1CC1(CO)CCCN(Cc2cn[nH]c2-c2ccccc2)C1 (configuration not stated) | -11 | 108 | 21 | 1 | 106 | 1 | -21 | 1.1 | -1.7 | -1
Cc1cc(=O)oc2cc(NC(=O)C3COc4ccccc4O3)ccc12 (configuration not stated) | 5 | 95 | 15 | -2 | 87 | 1 | -15 | 1.2 | 0.0078 | 20
CCNc1c2c3c(cccc3n(C)c1=O)C(=O)c1ccccc1-2 | 5 | 95 | 7 | -7 | 86 | 1.1 | -7 | 0.71 | · | 20
O=C(Nc1ccccc1N1CCN(C(=O)c2ccccc2)CC1)c1cc(Br)ccc1Cl | 2 | 98 | -7 | -7 | 115 | 1.1 | 7 | 0.47 | · | -13
COc1ccc(/C=C(\NC(=O)c2cccs2)C(=O)Nc2ccc(C)cc2)cc1OC | 1 | 98 | 5 | -6 | 99 | 1.1 | -5 | 1.2 | 0.87 | 2
COc1cccc(N/C(SCc2cccc([N+](=O)[O-])c2)=C(/C#N)C(N)=O)c1 | 2 | 97 | 14 | -6 | 95 | 1.1 | -14 | 1.1 | -0.51 | 8
O=C(NCc1cccnc1)c1ccc(COc2ccccc2Br)cc1 | 9 | 89 | 6 | -4 | 75 | 1 | -6 | 1.1 | -0.33 | 34
O=C(CCCn1c(SCC(=O)c2ccccc2)nc2ccccc2c1=O)NCC1CCCO1 (configuration not stated) | 1 | 99 | -4 | 3 | 101 | 1 | 4 | 0.44 | · | 2
Cc1ccc(C2=NN(CC(=O)NCc3cccs3)C(=O)CC2)cc1 | 7 | 95 | 2 | -4 | 98 | 1 | -2 | 0.97 | -0.37 | 7
CCOC(=O)CSCc1nc(-c2ccc(Cl)cc2)oc1C | 0 | 100 | -21 | 3 | 98 | 1 | 20 | 0.88 | -1.7 | 3
Cc1ccc(S(=O)(=O)C2(C(=O)Nc3ccc(Br)cc3)CC2)cc1 | 8 | 92 | 16 | -1 | 102 | 1 | -16 | 1 | -0.63 | 6
CCOC(=O)N1CCN(C(=O)c2cc(COc3ccc4ncccc4c3)on2)CC1 | 43* | 60 | -18 | 1 | 54 | 1 | 18 | 0.6 | 1.2 | 56*
CC(C)N(Cc1nc(-c2ccc(Cl)cc2)no1)C(=O)/C=C/c1ccccc1 | -7 | 106 | -7 | -2 | 98 | 1 | 7 | 0.93 | -0.24 | 5
COc1ccc(N2C(=O)CS/C2=C\[N+](=O)[O-])cc1 | 1 | 99 | 14 | -4 | 105 | 1 | -14 | 1.1 | · | 1
Cn1nnnc1SCC(=O)NCCc1ccc(Cl)cc1 | -5 | 104 | -14 | -11 | 104 | 1.1 | 14 | 1 | · | -2
CC1(C)C2([N+](=O)[O-])CN3CC1([N+](=O)[O-])CN(C2)C31CCCC1 | -11 | 110 | 19 | -9 | 112 | 1.1 | -19 | 0.96 | · | -6
O=C(OCC(=O)N1CCc2ccccc21)c1ccc(Cl)nc1 | 1 | 99 | 5 | 9 | 105 | 0.9 | -5 | 1.3 | · | -2
CCCN(CCC)S(=O)(=O)c1ccc(NC(=O)COc2ccccc2)cc1 | 0 | 100 | 5 | -4 | 101 | 1 | -5 | 1.4 | 0.042 | -4
C/C(=N\NC(=O)c1ccc2c(c1)OCO2)c1ccco1 | 9 | 92 | 60 | 82* | 70 | 0.2 | -60 | 2.8 | 0.025 | 39
Cc1nnc(N/N=C/c2cc([N+](=O)[O-])c(N3CCC(C)CC3)cc2N2CCC(C)CC2)n1N | -9 | 108 | -6 | -3 | 103 | 1 | 6 | 0.63 | -0.38 | -3
CCN=C1SC(CC(=O)NC2CCCCC2)C(=O)N1CC (configuration not stated) | -7 | 107 | -2 | -2 | 105 | 1 | 2 | 0.93 | · | -1
Cc1ccc(C)c(NC(=S)N(C)CCc2ccccn2)c1 | -7 | 106 | -1 | 0 | 103 | 1 | 1 | 1 | 1 | -6
Cc1ccc2nc(SCC(=O)Nc3cc([N+](=O)[O-])ccc3F)[nH]c2c1 | 12 | 89 | 2 | -3 | 139* | 1 | -2 | 1.5 | · | -53
COc1ccc(-c2cc(OC)c3c(C)oc(C)c3c(=O)c2)cc1OC | 0 | 100 | 2 | -4 | 105 | 1 | -2 | 1 | -0.058 | 3
Cc1ccc(NC(=O)c2cc(C)n(-c3ccccc3)c2C)cc1 | 39* | 65 | 52 | 95* | 24 | 0 | -52 | 0.33 | · | 88*
SMILES | STAT1 blocker | STAT1 activator | APP 5'UTR act | FLuc inhib CS | STAT3 activator | FLuc stim CS | APP 5UTR inh | NF-kB expr up | ROMK primary | STAT3 blocker
O=C(COC(=O)c1ccc2[nH]c3c(c2c1)CCCC3)Nc1ccccc1Cl | -16 | 112 | 2 | -6 | 107 | 1.1 | -2 | · | -0.22 | -3
C/C(CC(O)c1ccc2ccccc2n1)=N/O (configuration not stated) | 6 | 94 | 2 | 3 | 95 | 1 | -2 | 1.4 | -0.23 | 13
CCCCN(CC)CCCNC(=S)Nc1ccc2nc(N3CCN(C)CC3)cc(C)c2c1 | -7 | 106 | 11 | -7 | 98 | 1.1 | -11 | 0.9 | 0.079 | 2
COc1ccc2cc3c(N)nn(C(=O)Cc4ccc(Cl)cc4)c3nc2c1 | 2 | 98 | 3 | -10 | 94 | 1.1 | -3 | 1.1 | · | 16
Cc1cc(NC(=O)CCC(=O)N(c2cccnc2)C(C(=O)NC2CCCC2)c2ccccc2F)no1 (configuration not stated) | 3 | 97 | -2 | -10 | 103 | 1.1 | 2 | 1 | · | 3
COc1ccc(/C=N/NC(=O)c2ccc(NC(=O)c3ccccc3Br)cc2)cc1 | 0 | 100 | -20 | 2 | 99 | 1 | 20 | 0.99 | 1 | 0
C=CCn1c(=O)c2c(nc(Br)n2Cc2ccccc2Cl)n(C)c1=O | 1 | 99 | 6 | -7 | 95 | 1.1 | -6 | 0.91 | · | 9
COc1ccc(C)cc1NCc1cc(=O)oc2cc(-c3ccccc3)c(O)cc12 | -8 | 108 | 22 | 1 | 87 | 1 | -22 | 1.4 | · | 14
COc1ccc(CC(=O)OCC(=O)Nc2cccnc2Cl)cc1OC | 6 | 94 | -7 | 0 | 100 | 1 | 7 | 0.97 | · | 5
COc1ccc(OC)c(-n2c(-c3cccc(C)c3)n[nH]c2=S)c1 | -1 | 99 | 2 | 8 | 102 | 0.9 | -2 | 1.2 | -0.041 | 2
O=C(c1ccccc1Sc1ccc([N+](=O)[O-])cc1)N1CCCCC1 | 4 | 96 | -1 | 0 | 96 | 1 | 1 | 1.2 | 0.037 | 7
CCc1ccc(N(CC)C(=O)c2ccc3c(Cl)c4c(nc3c2)CCC4)cc1 | -5 | 105 | 12 | -9 | 110 | 1.1 | -12 | 0.59 | 0.063 | -12
O=C(Nc1nc2ccc(S(=O)(=O)N3CCCC3)cc2s1)C1CCCO1 (configuration not stated) | 5 | 95 | 3 | -8 | 92 | 1.1 | -3 | 0.92 | · | 13
CCn1c(SCC(=O)N2CCN(c3ccccc3)CC2)nnc1-c1ccoc1C | 6 | 94 | -7 | -5 | 94 | 1.1 | 7 | 1.2 | · | 13
Cc1nn(-c2ccccc2)c(N2CCCC2)c1/C=C1\N=C(c2ccc(OC(C)C)cc2)OC1=O | 1 | 99 | 2 | -6 | 102 | 1.1 | -2 | 1 | · | -8
O=C(Cc1ccc(Br)cc1)c1ccc(O)cc1O | -33 | 130* | 41 | 0 | 111 | 1 | -41 | 1.9 | 0.057 | -7
CC(=O)OC1CC(C)(C)N(OC(=O)CCCN2C(=O)c3ccccc3C2=O)C(C)(C)C1 | 1 | 98 | 30 | -7 | 102 | 1.1 | -30 | 1.1 | -0.035 | 2
CCOc1ccc(CNn2nnnc2N)cc1 | 9 | 93 | -11 | -6 | 95 | 1.1 | 11 | 1 | 0.13 | 6
CSCCC1NC2(C(=O)Nc3c(Cl)cccc32)[C@@H]2C(=O)N(C3CCCC3)C(=O)[C@H]12 (some centres not stated) | 5 | 95 | -8 | -9 | 108 | 1.1 | 8 | 0.86 | -0.42 | -4
CCC1(c2ccccc2)NC(=O)N(Cc2ccc(C(=O)OC)cc2)C1=O (configuration not stated) | 1 | 99 | 6 | -4 | 101 | 1 | -6 | 0.82 | · | -2
COc1ccc(N2CCN(C(=O)c3cccc(N4C(=O)C5CC=CC(C)C5C4=O)c3)CC2)cc1 (configuration not stated) | 8 | 93 | -1 | -2 | 97 | 1 | 1 | 0.84 | · | 8
Cc1ccc(N(CC(=O)N2CCOCC2)S(C)(=O)=O)cc1C | -5 | 104 | -5 | -6 | 102 | 1.1 | 5 | 1.2 | -0.044 | -6
COc1ccc(-c2cc(-c3cc(C)ccc3O)[nH]n2)cc1 | -53 | 146* | 62 | 6 | 140* | 0.9 | -62 | 18* | -0.33 | -42
NS(=O)(=O)c1ccc(NC(=O)COC(=O)c2ccc(Cl)nc2)cc1 | -5 | 103 | 14 | -5 | 102 | 1.1 | -14 | 0.87 | 1.6 | -1
O=C(Nc1cc(C(F)(F)F)ccc1N1CCOCC1)c1ccco1 | 3 | 97 | 7 | -6 | 111 | 1.1 | -8 | 1.1 | 0.3 | -10
SMILES | STAT1 blocker | STAT1 activator | APP 5'UTR act | FLuc inhib CS | STAT3 activator | FLuc stim CS | APP 5UTR inh | NF-kB expr up | ROMK primary | STAT3 blocker
O=S(=O)(Nc1cc(Sc2cccc3cccnc23)c(O)c2ccccc12)c1ccc(F)cc1 | -45 | 141* | -78 | -5 | 184* | 1 | 78* | 0.27 | · | -96
O=C(Nc1ccc(Br)cc1)C1CCN(C(=O)c2ccc(F)cc2)CC1 | 10 | 91 | -1 | -3 | 95 | 1 | 1 | 1 | -1.4 | 8
Cc1cccc(NC(=O)CN2C(=O)c3ccccc3C2=O)c1C | 3 | 97 | 1 | -4 | 105 | 1 | -1 | 1.3 | 0.78 | 3
N#C/C(=C\C1CC=CCC1)c1nc2ccccc2[nH]1 (configuration not stated) | 20 | 81 | 6 | 9 | 67 | 0.9 | -6 | 1.2 | -7* | 41
COC(=O)C1(NC(=O)NC23CC4CC(CC(C4)C2)C3)CCCCC1 | 4 | 94 | 8 | 3 | 110 | 1 | -8 | 1.1 | -1 | -7
CN(C)/C=C1\C(=O)Nc2ccccc21 | 6 | 95 | · | 1 | 135* | 1 | · | 1.1 | 0.13 | -32

Among those listed so far, these contain two or more sulfur atoms:
SMILES | STAT1 blocker | STAT1 activator | APP 5'UTR act | FLuc inhib CS | STAT3 activator | FLuc stim CS | APP 5UTR inh | NF-kB expr up | ROMK primary | STAT3 blocker
O=C(Nc1nc2ccc(S(=O)(=O)N3CCCC3)cc2s1)C1CCCO1 (configuration not stated) | 5 | 95 | 3 | -8 | 92 | 1.1 | -3 | 0.92 | · | 13
O=S(=O)(Nc1cc(Sc2cccc3cccnc23)c(O)c2ccccc12)c1ccc(F)cc1 | -45 | 141* | -78 | -5 | 184* | 1 | 78* | 0.27 | · | -96

Assay outcomes from PubChem BioAssay.

This is a random part of the collection; 7.1% or so of the library scored in one or more.
